# Sm TGR inh – qHTS Assay for the Inhibitors of Schistosoma Mansoni Peroxiredoxins | Schistosoma mansoni thioredoxin glutathione reductase (TGR), Q962Y6 | purified TGR, DTNB reduction, TNB absorbance 405 nm | Potency, µM (highest dose often 114 µM), for the others: top-dose activity change, negative = inhibition, usual class: inhibitors | 360,000 tested, 3% active | AID 485364, 2010; note: nearly all actives have a fitted effect of over 60% in size
#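 Kinetic colorimetric format: TGR-catalysed, NADPH-driven DTNB reduction monitored via TNB absorbance. Enzyme dispensed at 20 nM; compound exposure 15 min at room temperature before reaction start.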
# Pf growth 48h – Primary qHTS for delayed death inhibitors of the malarial parasite plastid, 48 hour incubation; P. falciparum luciferase growth in erythrocytes, 48 h; Potency, µM (highest dose often 28.7 µM), without a hit: top-dose activity change, negative = inhibition, hits mostly inhibitors; 310,000 tested, 5.9% active
#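 Compounds are pin-transferred into medium, infected erythrocytes (2% hematocrit, 0.1% parasitemia final) are added, and plates sit one parasite generation at 37 C in 5% CO2. Detection reagent is then added and luminescence measured.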
# Pf growth 96h – Primary qHTS for delayed death inhibitors of the malarial parasite plastid, 96 hour incubation; P. falciparum luciferase reporter growth, 96 h; Potency, µM (highest dose often 28.7 µM), for the others: at the top dose activity change, negative = inhibition, hits mostly inhibitors; 320,000 tested, 6.9% active; AID 504834, 2011
#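 Delayed-death screen, second-generation endpoint: infected erythrocytes, 2% hematocrit, 0.05% parasitemia final; 96 hours at 37 C, 5% CO2; luciferase detection reagent; luminescence decrease equals reduced growth.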
# HCV inhibitor – qHTS Assay for Inhibitors of Hepatitis C Virus (HCV); Huh7.5.1 HCVcc-Cre infection, luciferase reporter, 44 h; Potency, µM (top dose mostly 41.8 µM), for the others: top-dose activity change, negative = inhibition, hits mostly inhibitors; 340,000 tested, 3.4% active; AID 651820, 2012
#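 Compounds are dispensed onto cells plated 4 h earlier at 1,000 per well, with HCVcc-Cre virus (about 0.5 moi) added next. Following 44 h of culture, luminescent signal is measured for 15 sec after 15 min with substrate at room temperature.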
# LmPK inhibitor – qHTS Assay for Inhibitors of Leishmania Mexicana Pyruvate Kinase (LmPK) | Q27686 | purified LmPK, Kinase-Glo ATP luminescence, 1 h | Potency, µM (doses to about 57.5 µM), inactives show at the top dose activity change, negative = inhibition, actives largely listed as inhibitors | 290,000 tested, 0.37% active
# Target sequence (Q27686 whole entry, looked up): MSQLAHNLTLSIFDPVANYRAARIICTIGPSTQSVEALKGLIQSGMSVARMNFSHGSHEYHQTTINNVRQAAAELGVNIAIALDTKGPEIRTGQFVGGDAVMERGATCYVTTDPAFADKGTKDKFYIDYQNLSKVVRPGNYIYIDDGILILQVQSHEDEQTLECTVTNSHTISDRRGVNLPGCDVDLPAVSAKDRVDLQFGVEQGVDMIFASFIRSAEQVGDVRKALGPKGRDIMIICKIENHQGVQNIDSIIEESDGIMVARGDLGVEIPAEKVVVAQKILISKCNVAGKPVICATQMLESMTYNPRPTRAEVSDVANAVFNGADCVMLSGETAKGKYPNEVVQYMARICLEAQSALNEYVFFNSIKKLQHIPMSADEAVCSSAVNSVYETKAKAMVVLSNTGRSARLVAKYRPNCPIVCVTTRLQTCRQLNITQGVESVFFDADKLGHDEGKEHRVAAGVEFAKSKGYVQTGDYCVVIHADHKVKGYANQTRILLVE
#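 Purified LmPK (0.1 nM) converted ADP (0.1 mM) to ATP with PEP (0.5 mM) in imidazole buffer pH 7.2 with KCl and MgCl2, 1 h at room temperature. ATP was read by Kinase-Glo luminescence; data normalized to uninhibited and no-enzyme controls.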
# Tb PYK inh – qHTS of Trypanosoma Brucei Inhibitors; pyruvate kinase (Trypanosoma brucei), Q57TT1; TbPYK enzyme, Kinase-Glo Plus ATP luminescence, 45 min; Potency, µM (doses to about 76.8 µM), inactives show at the highest dose activity, negative = inhibition, usual class: inhibitors; 410,000 tested, 0.12% active; AID 624173, 2012; note: nearly all actives have a fitted effect of over 50% in size
#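 Assay buffer: 50 mM TEA pH 7.2, 100 mM KCl, 10 mM MgCl2, 0.05% BSA, 0.01% Tween-20. Pyruvate kinase from T. brucei plus substrate met compound, then ADP (130 uM final). Luminescence was read post 45 min RT.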
# Starred values were filed as active, the others as inactive; i = inactive; ? = inconclusive; . = not tested or not shown; & = joins results of further samples; [ ] = another dose, or the depositor's remark. Calls come from the whole dose curve; as a rule, active = well fitted curve in the direction sought with a large enough effect; inconclusive = small, poorly fitted or top-dose-only effect, or another doubt; inactive = no such curve, though single readings can be large; an effect the other way counts as inactive or inconclusive. % is set by controls: 0 for no effect and ±100 for the full control effect; potency is the fitted concentration of half-maximal effect.
SMILES,Sm TGR inh,Pf growth 48h,Pf growth 96h,HCV inhibitor,LmPK inhibitor,Tb PYK inh
CCN(CC(=O)Nc1ccc(NC(C)=O)cc1)C(=O)c1ccc(N2CCCC2)c([N+](=O)[O-])c1,3%,19%,4%,-2%,.,1%
COc1cccc(N(CC(=O)NCCSCc2ccc(C)cc2)S(C)(=O)=O)c1,17%,-19%,-51%,-5%,0%,-7%
CC#CC(=O)N1CCCC(C(=O)c2ccc(SC)cc2)C1 (configuration not stated),-1%,?,?,-2%,-2%,3%
COc1ccc(/C(C)=N/N2CCCCC2)c(O)c1,5%,28%,18%,22%,0%,2%
CCNC(=O)Cn1cc(C(F)(F)F)cc(Cl)c1=O,-6%,67%[activator],96%[activator],-6%,-2%,2%
Cc1ccc(N2C(=O)C3ON(c4ccccc4)C(c4ccncc4)C3C2=O)c(C)c1 (configuration not stated),50µM*,-6%,?,-5%,2%,-2%
Cn1c(C(O)c2ccccc2)nc(Cl)c1Cl (configuration not stated),21%,-8%,-21%,-4%,-1%,0%
O=C(Nc1cccc(Cl)c1)Nc1ccccc1C(=O)O,-1%,379%[activator],.,9%,-30%,1%
O=C(Nc1ccn(Cc2ccccc2F)n1)c1ccc(COc2ccc(Cl)cc2Cl)o1,-3%,2%,0%,?,5%,0%
c1ccc(CSc2nnc3c4ccccc4c4ccccc4c3n2)cc1,1%,3%,64%[activator],.,2%,.
CCN1C(=O)C2(C(C(=O)c3ccc(C)o3)=C(O)C(=O)N2CCCN2CCOCC2)c2ccccc21 (configuration not stated),50µM*,-7%,?,?,-8%,-14%
CCN(c1ccccc1)S(=O)(=O)c1ccc(Cl)c(NC(=O)COC(=O)c2ccc(Cl)c(N)c2)c1,-3%,10%,25%,?,6%,-3%
CCOC(=O)c1ccc(NC(=O)CNC(=O)C2CCCCC2)cc1,3%,4%,17%,2%,7%,2%
CCOC(=O)c1[nH]c2ccccc2c1NC(=O)Nc1ccc(OC)cc1,-1%,21%,20%,1%,0%,-21%
O=C(Nc1cccnc1)C1CCCN(c2ncnc3c2nc2n3CCCCC2)C1 (configuration not stated),3%,0%,?,9%,0%,-5%
CSc1nc(C)cc(OCC(=O)N2CCOCC2)n1,-3%,-9%,?,1%,1%,-1%
O=C(Nc1ccccc1Oc1ccccc1)c1cccs1,14%,.,-27%,-8%,1%,-4%
CCOC(=O)c1ccc2ncc(C(=O)OCC)c(NCCCN3CCOCC3)c2c1,?,?,?,7%,3%,-14%
CC(=O)Nc1ccc(C(=O)N/N=C(\C)CC(=O)Nc2ccc(OCc3ccccc3)cc2)cc1,-12%,11%,50%[activator],5%,1%,-1%
COc1ccc(OC)c(S(=O)(=O)N2CCC(C(=O)NC3CC3)CC2)c1,1%,4%,30%[activator],5%,-4%,-1%
COC(=O)c1ccccc1NC(=O)C(CCS(C)(=O)=O)NC(C)=O (configuration not stated),1%,-16%,7%,-4%,1%,2%
CCOC(=O)NC(NC(=S)Nc1ccc(OC)cc1)C(Cl)(Cl)Cl (configuration not stated),-9%,-18%,?,17%,2%,-5%
COc1ccc(NC(=O)CCn2c(=O)c3cccn3c3ccccc32)c(OC)c1,0%&-7%,?,12µM*,?,-7%,-4%&-6%
Nc1cccc(CCc2nc3ccccc3[nH]2)c1,-1%,69%[activator],-8%,4%,-1%,0%
CCOc1ccc(NC(=O)CN2CCN(C3c4ccccc4-c4ccccc43)CC2)cc1,-7%,13µM*,65%[activator],?,6%,-25%

# Later entries.
SMILES,Sm TGR inh,Pf growth 48h,Pf growth 96h,HCV inhibitor,LmPK inhibitor,Tb PYK inh
COc1ccc(/C=C2\CCC(C3CCCC3)C2=O)cc1OC (configuration not stated),-1%,-20%,-2%,-24%,-1%,-2%
CCN(CC(=O)NCc1ccc(F)cc1)C(=O)CN1CCN(c2ccccc2OC)CC1,-8%,3%,13%,-28%,-2%,-20%
O=c1c(/C=N/N2CCOCC2)c(O)n(-c2ccccc2)c(=S)n1-c1ccccc1,-21%,-21%,3%,-5%,-3%,-3%
Cc1ccc2nc(C3CCCN(C(=S)Nc4cccc(C)c4C)C3)[nH]c2c1 (configuration not stated),0%,-24%,17%,1.8µM*,-2%,0%
COC(=O)NCc1ccc(Cl)c(Cl)c1,0%,0%,14%,5%,-3%,1%
CCn1nc(C)c(CNC(=O)Nc2ccc3c(c2)OCO3)c1C,2%,149%[activator],?,3%,-4%,-8%
COc1ccc(OC)c(NC(=O)COc2ccc(Br)cc2)c1,-24%,-1%,-4%,-13%,2%,5%
CC1CC(C)CN(c2nc3c(c(=O)n(C)c(=O)n3C)n2C)C1 (configuration not stated),3%,-7%,1%,7%,-9%,3%
CC(C)c1ccc2[nH]c3c(c2c1)CCCC3=O,-7%,5%,0%,?,-8%,-1%
C/C(=N/N=C(/N)SCc1ccccc1)C(C)(C)C,-2%,27%,-14%,8%,-1%,-13%
COc1cc(C2NCC(c3ccc(Cl)cc3Cl)c3c2[nH]c2ccccc32)cc(OC)c1OC (configuration not stated),0%,13µM*,12µM*,?,0%,0%
O=C(/C=C/c1ccc2ccccc2n1)c1cc(Cl)ccc1O,25µM*,2.3µM*,?,16%,4%,-4%
CC1(C(=O)NC2CCCC2)CCC(=O)N1Cc1ccccc1Cl (configuration not stated),-7%,.,7%,-10%,-1%,4%
CCOC(=O)c1ccc(N(C(=O)c2cnccn2)C(C(=O)NC2CCCCC2)c2cn(C)nc2C)cc1 (configuration not stated),-14%,?,?,-4%,-1%,.
COc1ccc(C2C(Oc3ccccc3C)C(=O)N2Cc2ccc(F)cc2)cc1OC (configuration not stated),9%,?,10%,6%,5%,7%
Cc1ccc(S(=O)(=O)N2CCCC(C(=O)NCc3ccco3)C2)cc1Cl (configuration not stated),-24%,?,13µM*,-8%,2%,4%
CCC1=NN(C(=O)c2ccccc2O)C(O)(c2ccccc2)C1 (configuration not stated),5%,-14%,?,?,15%,3%
CO[C@]1(NC(=O)[C@H](C(=O)O)c2ccc(O)cc2)C(=O)N2C(C(=O)O)=C(CSc3nnnn3C)CO[C@H]21,.,-5%[12.8 µM],7%[12.8 µM],.,.,3%[33.2 µM]
CC1CN(C2CCN(C(=O)c3cccc(Cl)c3)CC2)CC(C)O1 (configuration not stated),-29%,?,?,2%,-3%,-11%
Cc1ccc(NC(=O)CSc2nnc(C)c(=O)n2N)cc1Cl,8%,12%,4%,-15%,-9%,1%
CCOC(=O)Cc1nn2c(=O)cc(C)nc2s1,34%,9%,14%,19%,5%,-12%
CC1CCCCC1NC(=O)C1Cc2ccccc2CN1S(C)(=O)=O (configuration not stated),-6%,-4%,7%,16%,-2%,-4%
COc1ccc(-n2c(SCC(=O)NNC(=O)c3ccc(C)cc3)nnc2-c2ccncc2)cc1,-5%,3%,29%,-18%,-2%,8%
COc1ccc(-c2nn(-c3ccccc3)cc2C(=O)Nc2nccs2)cc1OC,2%,13µM*,-2%,2.5µM*,2%,1%
CCN(CC)c1nc(Nc2ccccc2)nc(Oc2ccc(C(=O)OC)cc2)n1,32%,15%,-33%,?,-2%,-10%

# Later entries:
SMILES,Sm TGR inh,Pf growth 48h,Pf growth 96h,HCV inhibitor,LmPK inhibitor,Tb PYK inh
COc1ccc(Cc2nnc(NS(=O)(=O)c3ccc(NC(C)=O)cc3)s2)cc1,2%,3%,?,0%,-1%,3%
CC12CN3C(O)C(C)(C1)CC(C)(C2)C3O (configuration not stated),4%,?,?,10%,2%,4%
Cn1cnnc1SCC(=O)Nc1ccccc1,-1%,-23%,0%,5%,0%,-4%
CC(C)(C)C(=O)Nc1cccc2[nH]ncc12,1%,i,19%,-11%,8%,0%
COc1ccccc1CNC(=O)COC(=O)c1ccc([N+](=O)[O-])o1,?,-9%,-11%,?,.,1%
CCOCCCNC(=O)c1ccccc1NC(=O)C1=C(C)OCCS1,-2%,5%,0%,-3%,6%,6%
COC(=O)c1cc(C(=O)OC)cc(-n2c(C)cc(C(=O)CC#N)c2C)c1,-12%,10µM*,.,-19%,3%,-9%
COC(CNC(=O)c1ccc(Cn2c(=S)[nH]c3cc4c(cc3c2=O)OCO4)cc1)OC,10%,?,?,?,?,?
C(=N\n1cnnc1)/c1cccs1,-13%,22%,.,0%,0%,0%
Cc1ccc(NNC(=O)c2snnc2C)cc1Cl,-11%,35%[activator],36%[activator],10%,2%,0%
Cc1ccc(S(=O)(=O)N2CCCC2)cc1C(=O)NC1CCCCC1,4%,-2%,23%,5%,0%,-8%
CN(Cc1ccc(F)cc1)C(=O)c1ccc2c(c1)NC(=O)CS2,3%,-8%,?,-12%,3%,2%
COc1ccc(-c2cc(N3C(=O)Nc4ccccc4N3O)n[nH]2)cc1,7%,43%[activator],?,-9%,5%,-13%
O=C(OC1CCCCC1=O)c1ccc(S(=O)(=O)Nc2ccccc2)cc1 (configuration not stated),-35%,-4%,12%,-1%,5%,1%
CC(=O)Nc1ccc(S(=O)(=O)NNC(=O)c2ccc3c(c2)OCO3)cc1,1%,-7%,-8%,9%,-2%,3%
O=C(O)CNC(=S)N(Cc1ccco1)Cc1ccccc1Cl,0%,8%,451%[activator],15%,0%,-14%
CCN(CC(=O)Nc1c(F)cccc1F)C(=O)c1cc(-c2cccs2)nn1-c1ccccc1,-6%,?,-11%,14µM*,.,-5%
CC(C)[C@H](NC(=O)c1ccccc1)C(=O)N1CCc2ccccc21,-1%,13%,30%[activator],9%,5%,3%
COc1ccc(C2Nc3ccccc3C(=O)N2Cc2ccccc2)cc1CSc1ccccn1 (configuration not stated),-20%,?,?,-25%,-1%,-3%
